Screening data as filed in PubChem.
OXTR potentiator: potentiators of human oxytocin receptor | AID 2445 | activation, % at 3 µM | CHO-OTR cells, Fluo-8 calcium fluorescence, potentiator mode; 0% = oxytocin EC15, 100% = EC100 | P30559 | actives 0.061% (n = 320,000);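 active means activation above that plate's cutoff, the mean activation of tested compounds plus 3 SD, cut at about 6.6% in these data, passing the limit was not always enough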;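 further: 100% uses oxytocin at 75 nM as the full agonist control; some results filed as inactive read as strong as hits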
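Material: human OTR in CHO cells. Compound: 3.0 µM, one dose. Timing: compound 6 min at room temperature before oxytocin, 100 s read. Evaluation: % activation of max/min ratio relative to oxytocin controls. Replication: single well per compound, singlicate. Signal: Fluo-8 calcium dye fluorescence.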
TAAR1 antagonist: human TAAR1 antagonism | Q96RJ0 | CHO RD-HGA16 TAAR1, Fluo-8 calcium fluorescence, antagonist | inhibition, % at 3 µM | actives 1.5% (n = 360,000) | AID 624466;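 active means inhibition above a per-plate cutoff, the mean inhibition of test compounds on that plate plus 3 SD, cut at about 49% in these data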;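 further: 0% = DMSO plus EC80 beta-PEA response and 100% = DMSO alone without agonist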
Target sequence (Q96RJ0 whole entry, looked up): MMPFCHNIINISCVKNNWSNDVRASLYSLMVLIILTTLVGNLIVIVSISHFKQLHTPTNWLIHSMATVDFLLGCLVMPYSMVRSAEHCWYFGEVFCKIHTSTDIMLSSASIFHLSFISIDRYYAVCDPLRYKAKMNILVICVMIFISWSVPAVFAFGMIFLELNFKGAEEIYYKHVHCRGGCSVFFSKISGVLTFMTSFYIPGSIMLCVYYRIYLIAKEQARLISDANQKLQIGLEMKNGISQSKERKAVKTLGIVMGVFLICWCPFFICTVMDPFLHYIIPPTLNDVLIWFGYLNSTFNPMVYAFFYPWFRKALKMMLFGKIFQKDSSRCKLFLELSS
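Material: CHO RD-HGA16 cells bearing hTAAR1; compound dosing: one-point dosing, 3 µM nominal final; schedule: dye loading 75 min at 37 °C, then 30 min room temperature; measured by: calcium fluorescence with Fluo-8; control set: vehicle and agonist controls; replication: n of 1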
CHO parental Ca: signal in parental CHO cells, OX1R antagonist counter-screen; inhibition, % at 5.6 µM; parental CHO-K1, ATP-induced calcium, Fluo-8 fluorescence; actives 0.63% (n = 330,000);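 active means inhibition above that plate's mean sample inhibition plus 3 SD, cut at about 26% in these data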;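 further: 0% = ATP-challenged DMSO wells and 100% = DMSO wells without ATP; some compounds past the cut are filed as inactive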
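test system = CHO parental line | reagent = ATP stimulus | measured by = intracellular calcium via Fluo-8 no-wash fluorescent dye | control set = ATP and no-ATP DMSO wells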
CHO-K1 Ca antag: M1 antagonist counterscreen hit in parental CHO-K1 cells; ATP-induced calcium, Fluo-8 fluorescence; inhibition, % at 3 µM; actives 0.6% (n = 360,000); AID 602250;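 active means inhibition above a per-plate cutoff, the plate's mean sample inhibition plus 3 SD, cut at about 24% in these data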;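 further: 0% = DMSO plus EC80 ATP and 100% = DMSO alone without ATP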
CHO-K1 Ca PAM: M1 PAM counterscreen hit in parental CHO-K1 cells; ATP EC20, Fluo-8 calcium fluorescence; 0% at ATP EC20, 100% at ATP max; activation, % at 3 µM; actives 0.02% (n = 360,000); AID 602247;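 active means activation above the run cutoff, the mean activation of all test compounds plus 3 SD, cut at about 40% in these data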;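 further: peak over basal fluorescence ratio in a 140 s read after ATP addition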
OXTR agonist: agonists of human oxytocin receptor; P30559; CHO-OTR cells, Fluo-8 calcium fluorescence; normalized: DMSO 0%, oxytocin 100%; activation, % at 3 µM; actives 0.32% (n = 320,000); AID 2435;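 active means activation above the mean of all tested compounds plus 3 SD, cutoff set per screening run, cut at about 20% in these data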;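 further: peak over basal fluorescence ratio from a 100 s FLIPR kinetic read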
GPR7 antag: antagonists of human GPR7 (neuropeptides B/W receptor 1) | inhibition, % at 4.4 µM | P48145 | actives 1.1% (n = 290,000) | GPR7-expressing cells, fluorescence antagonist assay; in the data active means inhibition above about 16%, passing the limit was not always enough;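 further: cells stimulated with the agonist NPW; 0% = agonist with vehicle and 100% = vehicle without agonist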
Target sequence (P48145 whole entry, looked up): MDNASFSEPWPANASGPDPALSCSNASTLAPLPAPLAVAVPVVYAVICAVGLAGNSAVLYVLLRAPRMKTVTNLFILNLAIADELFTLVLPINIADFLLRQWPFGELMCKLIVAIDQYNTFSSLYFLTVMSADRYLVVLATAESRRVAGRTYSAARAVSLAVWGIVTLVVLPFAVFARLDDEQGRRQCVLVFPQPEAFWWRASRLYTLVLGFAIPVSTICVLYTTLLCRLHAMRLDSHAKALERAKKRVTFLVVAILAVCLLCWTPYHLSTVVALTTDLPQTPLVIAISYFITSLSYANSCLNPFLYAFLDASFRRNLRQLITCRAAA
M1 ag parental: nonselective activator or artifact in parental CHO-K1 cells. actives 0.48% (n = 360,000). activation, % at 3 µM. Fluo-8 calcium fluorescence; scaled to maximal ATP response, vehicle zero; in the data active means activation above about 15%;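 further: untransfected CHO-K1 host cells lacking M1 receptor as counterscreen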
V1R ag counter: V1a receptor agonism, counter-screen for OXTR agonists | CHO-V1R cells, Fluo-8 calcium fluorescence, agonist mode; 0% DMSO, 100% 3 nM vasopressin | activation, % at 3 µM | actives 0.25% (n = 320,000);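 active means activation above the mean activation of all tested compounds plus 3 SD, per screening run, cut at about 20% in these data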;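 further: signal is peak over basal fluorescence ratio across a 100 second FLIPR read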
Target sequence (P37288 whole entry, looked up): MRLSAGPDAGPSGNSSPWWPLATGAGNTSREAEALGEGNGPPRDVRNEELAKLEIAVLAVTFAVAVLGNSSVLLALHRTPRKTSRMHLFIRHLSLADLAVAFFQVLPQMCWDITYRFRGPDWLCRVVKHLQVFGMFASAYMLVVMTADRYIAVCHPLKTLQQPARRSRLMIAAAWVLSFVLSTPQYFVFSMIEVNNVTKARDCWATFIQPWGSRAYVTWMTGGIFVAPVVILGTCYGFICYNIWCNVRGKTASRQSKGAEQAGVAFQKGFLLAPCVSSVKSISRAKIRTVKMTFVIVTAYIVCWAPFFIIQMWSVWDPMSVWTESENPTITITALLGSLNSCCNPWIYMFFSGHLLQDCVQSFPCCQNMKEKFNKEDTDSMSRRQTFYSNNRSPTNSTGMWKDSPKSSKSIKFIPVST
* hit, by the source's call; nt = not tested or not shown.

SMILES	OXTR potentiator	TAAR1 antagonist	CHO parental Ca	CHO-K1 Ca antag	CHO-K1 Ca PAM	OXTR agonist	GPR7 antag	M1 ag parental	V1R ag counter
NC(=O)CCn1nc(-c2ccccc2)c2ccccc2c1=O	-11	1	-6	-9	1	-1.3	-6	0.1	0.2
O=C(Oc1ccc2c(c1)C(=O)c1ccccc1CO2)c1ccccc1	-1	0	-10	0	11	-0.3	1	1.0	1.9
Cc1cc(Cl)ccc1Oc1ccc(C(N)=O)cc1[N+](=O)[O-]	0	8	-4	-3	10	-1.0	-5	0.5	1.2
COc1ccc2c(c1)SCC/C2=C\CN1C(=O)CCC1=O	-7	-10	-8	-4	19	-0.4	-5	1.0	3.9
Cc1ccc(S(=O)(=O)Nc2cccc(-c3ccc(N4CCCCCC4)nn3)c2)cc1	-3	-16	-5	-3	7	-0.7	-4	0.7	0.6
CCn1c2ccccc2c2cc(NC(=O)C(C)Oc3ccc(OC)cc3)ccc21 (stereo unspecified)	-11	-10	-14	-5	13	-0.8	10	0.6	-1.1
CCCC1=C(C(=O)OCC)C(c2ccc(OC)c(CSc3ccccn3)c2)C(C#N)=C(N)O1 (stereo unspecified)	-5	5	-23	1	12	-2.0	0	0.3	1.0
C=CCn1c(C)cc(C(=O)COc2ccc(C)nc2[N+](=O)[O-])c1C	-8	-3	-11	9	-2	2.9	4	17*	4.1
O=C(COC(=O)COc1ccccc1[N+](=O)[O-])Nc1cccc(Br)c1	-9	2	-1	0	15	1.3	3	7.0	2.2
CCOc1ccccc1NC(=O)COC(=O)c1cccc(-c2ccc(OC(C)=O)cc2)c1	-6	19	-20	3	-2	-1.1	0	0.2	2.3
CN1CCCC(OC(=O)c2ccccc2Br)C1 (stereo unspecified)	-14	-7	1	-3	9	0.3	-12	1.5	-0.3
CCC(C)NC(=O)c1ccc(CSc2nc3ccncc3n2Cc2ccc(F)cc2)cc1 (stereo unspecified)	-4	-15	-32	-23	23	-0.7	0	0.1	-1.2
CC(C)(C)NS(=O)(=O)c1cccc(S(=O)(=O)c2cccc(S(=O)(=O)NC(C)(C)C)c2)c1	-11	nt	12	nt	nt	9.0	6	nt	6.3
O=C(CNc1cccc2ccccc12)c1ccc([N+](=O)[O-])cc1	-5	-5	-1	0	9	-1.6	15	0.5	-1.1
CCOC(=O)c1cc2sccc2n1CC(=O)O	-2	10	-8	-12	3	-0.1	-8	-0.2	-0.5
NC(=O)c1ccc(NC(=O)C2CC(=O)N(c3ccc4c(c3)OCCO4)C2)cc1 (stereo unspecified)	-2	11	-10	0	-7	0.2	nt	-0.3	0.6
Cc1cc2cc(CNC(=O)Nc3cccc(Cl)c3)ccc2n1C	-4	-15	-8	5	8	0.4	-4	2.1	0.6
O=C(Nc1cccc(-c2nc3ncccc3o2)c1)c1ccc2c(c1)OCO2	nt	10	nt	-29	16	nt	nt	3.9	nt
CCOc1ccccc1/C=C/c1onc(C)c1S(=O)(=O)N1CCC(C(=O)N2CCCCCC2)CC1	-11	-20	-25	-19	-7	-2.4	-8	0.0	-1.1
CCC1CCCCN1C(=S)NC(=O)c1ccc([N+](=O)[O-])cc1 (stereo unspecified)	5	1	-6	-10	22	-1.3	-2	1.2	-0.2
CCN(CC)C(=O)C1=C(C)N(Cc2ccc(OC)cc2)C(=O)C(CC(=O)NC2CCCC2)C1 (stereo unspecified)	nt	5	nt	-18	19	nt	nt	0.2	nt
O=C(CSc1nccc(=O)[nH]1)c1ccco1	-19	-1	-8	-1	18	0.7	-3	5.1	0.9
Cc1ccc(-n2ncc3c(=O)n(CC(=O)NC4CCCC4)cnc32)cc1C	6	-1	0	-5	18	1.4	-12	-0.2	0.0
COC(=O)c1ccc(/C=C2/SC(=S)N(CCC(=O)NCCCN3CCOCC3)C2=O)cc1	-6	40	-6	-16	16	2.2	-3	3.7	2.5
COc1cccc(-c2cc(NC=O)c3ncc(-c4ccc(F)c(Cl)c4)n3c2)c1	nt	13	nt	-10	6	nt	nt	0.3	nt
New compounds follow.
SMILES	OXTR potentiator	TAAR1 antagonist	CHO parental Ca	CHO-K1 Ca antag	CHO-K1 Ca PAM	OXTR agonist	GPR7 antag	M1 ag parental	V1R ag counter
S=C(NCC1CCCO1)Nc1ccccc1 (stereo unspecified)	-12	10	-11	-13	26	-0.3	0	1.9	1.6
Cc1cccc(/C=N/N2CCN(c3ccccc3)CC2)c1	-5	-13	-8	1	4	-2.4	-2	0.5	0.3
CCc1nn(CC(=O)N2CCN(C)CC2)c(=O)c2cccn12	-4	-19	14	5	-6	1.1	-1	0.2	0.8
Cc1ccccc1C(=O)Nc1nc(-c2cccnc2)cs1	-1	1	10	-8	18	-0.2	-12	0.8	0.2
CCCCN1C[C@H](Cc2ccccc2)[C@@H](CC(=O)Nc2ccc(OC)cc2)C1=O	nt	-7	nt	-9	13	nt	nt	1.1	nt
O=C(O)c1cc2n(n1)C(C(F)(F)F)CC(c1ccccc1)N2 (stereo unspecified)	-3	-24	-2	-7	22	0.5	-4	0.7	-0.1
CSc1nsc(SCC(=O)N2CCc3ccccc32)n1	-8	2	-21	-10	8	-0.6	-5	0.0	0.7
O=C(O)c1cccc(Cn2cc(Br)cn2)c1	-2	15	-12	1	2	1.0	3	0.1	1.1
CCOc1ccccc1N1CC(C(=O)N(Cc2nnc(-c3ccccc3Cl)o2)C2CC2)CC1=O (stereo unspecified)	-2	1	-22	-6	-4	-1.3	nt	1.9	-0.8
O=C(O)C1CC1C(=O)Nc1cc(F)ccc1F (stereo unspecified)	-1	7	-9	-2	7	0.9	-19	-0.1	0.1
O=C(NNC(=O)c1csc(N2CCOCC2)n1)c1ccc(Cl)nc1	1	-12	-1	1	0	2.1	nt	-0.4	-0.2
c1ccc(Oc2ncnc3ccccc23)cc1	nt	-7	nt	-4	-2	nt	nt	0.2	nt
CN(C)c1nc(N)ncc1-c1ccc(Oc2ccccc2)cc1	-11	-19	-1	15	-10	1.4	1	1.3	2.2
Cc1c(CNC(=O)c2cnn3c2NC(c2ccccc2)CC3C(F)(F)F)cnn1C (stereo unspecified)	-5	-10	-17	-10	14	0.8	-5	0.0	1.1
CS(=O)(=O)N(CC(=O)N/N=C/c1ccccc1C(=O)O)c1cccc(Cl)c1Cl	-3	-20	-11	-17	25	-0.6	-7	0.0	-0.5
Cc1ccc(Nc2nc(CSc3nnc(-c4ccccc4)n3C)cs2)cc1	-4	-8	-12	-9	18	-2.1	4	0.3	-1.6
O=C(NCCc1ccccc1)C1CCC(=O)N1CCc1ccccc1 (stereo unspecified)	-5	-10	-16	1	6	-0.2	-11	1.0	0.3
NC(=O)c1cc[n+](Cc2ccccc2Cl)cc1	-14	-10	-7	-8	1	-0.2	-1	-0.3	0.0
COc1ccc(CCNc2oc(-c3cccc4ccccc34)nc2P(=O)(OC)OC)cc1OC	-10	12	-22	-5	12	2.8	2	0.5	4.7
Cn1c(SCC(=O)c2ccc3c(c2)Cc2ccccc2-3)nnc1-c1ccccc1	-13	-18	-16	0	-5	4.3	-20	1.4	6.8
Cc1cc(C)n2nc(C(=O)Nc3ccc(N4CCOCC4)cc3)nc2n1	-6	-1	1	4	8	0.2	1	0.8	0.7
CCCn1c(SCC(=O)Nc2ccccc2Cl)nc(O)cc1=O	nt	15	nt	7	-6	nt	nt	3.0	nt
O=C(NC1CC1)c1nc2c(nnn2Cc2ccccc2Cl)c(=O)[nH]1	-7	-23	-2	-20	18	-1.8	-7	0.6	-0.8
CCC1(C)Cc2c(C#N)c(N)n(N)c(=S)c2CO1 (stereo unspecified)	-8	8	11	-7	13	0.7	-22	0.3	1.0
CCN(CC)S(=O)(=O)c1cccc(C(=O)NC(Cc2c[nH]c3ccccc23)c2nnc3n2CCC3)c1 (stereo unspecified)	-4	-3	-3	-14	15	-0.2	-8	1.2	-0.1

Compounds above that have a CF3 group (two):
SMILES	OXTR potentiator	TAAR1 antagonist	CHO parental Ca	CHO-K1 Ca antag	CHO-K1 Ca PAM	OXTR agonist	GPR7 antag	M1 ag parental	V1R ag counter
O=C(O)c1cc2n(n1)C(C(F)(F)F)CC(c1ccccc1)N2 (stereo unspecified)	-3	-24	-2	-7	22	0.5	-4	0.7	-0.1
Cc1c(CNC(=O)c2cnn3c2NC(c2ccccc2)CC3C(F)(F)F)cnn1C (stereo unspecified)	-5	-10	-17	-10	14	0.8	-5	0.0	1.1

Three of the compounds above, as comma-separated lines.
mol,OXTR potentiator,TAAR1 antagonist,CHO parental Ca,CHO-K1 Ca antag,CHO-K1 Ca PAM,OXTR agonist,GPR7 antag,M1 ag parental,V1R ag counter
O=C(NNC(=O)c1csc(N2CCOCC2)n1)c1ccc(Cl)nc1,1,-12,-1,1,0,2.1,nt,-0.4,-0.2
c1ccc(Oc2ncnc3ccccc23)cc1,nt,-7,nt,-4,-2,nt,nt,0.2,nt
CN(C)c1nc(N)ncc1-c1ccc(Oc2ccccc2)cc1,-11,-19,-1,15,-10,1.4,1,1.3,2.2

(cont.)
SMILES	OXTR potentiator	TAAR1 antagonist	CHO parental Ca	CHO-K1 Ca antag	CHO-K1 Ca PAM	OXTR agonist	GPR7 antag	M1 ag parental	V1R ag counter
Cc1ccccc1N1C(=O)C2CCCN2C1=S (stereo unspecified)	-8	5	-18	-8	11	-0.4	nt	0.0	0.1
COc1cc(SC)ccc1C(=O)N(CC(=O)Nc1ccccc1Br)Cc1ccco1	-11	1	-20	-8	-5	-2.8	nt	1.4	-0.7
COc1cccc(-c2cnc(C(O)c3ccc(Cl)cc3)[nH]2)c1 (stereo unspecified)	nt	15	nt	-7	14	nt	nt	3.9	nt
COc1ccc2c(-c3ccccc3)cc(SC(C)C(N)=O)nc2c1 (stereo unspecified)	-2	3	-11	-12	13	0.5	-9	0.3	3.9
COc1ccc(OC)c(NC(=O)Nc2cccc(Cn3cccn3)c2)c1	5	6	-16	0	16	0.6	-6	0.8	0.0
Cc1occc1-c1nnc(SCC(=O)N(C)c2ccccc2)n1C	-3	-10	-12	-8	11	1.1	nt	0.8	1.3
Cn1nc(C(=O)OCC(=O)Nc2ccc(C(N)=O)cc2)c2ccccc2c1=O	2	-19	16	-15	1	0.1	nt	-0.1	1.0
CCCCn1c(N)c(N(CC(C)C)C(=O)c2cccc(S(=O)(=O)N(C)c3ccc(C)cc3)c2)c(=O)[nH]c1=O	-9	21	-14	6	7	-0.7	nt	3.6	-0.7
O=C(c1ccccc1)c1nc[nH]c1C(=O)Nc1ccccn1	-14	18	-6	-3	-2	-1.3	2	1.4	-0.5
CC1(C)Oc2ccc(C(=O)NN)cc2NC1=O	-20	12	-4	-11	17	-1.0	-5	5.3	0.3
O=C(NC(=S)NC1CCSC1=O)c1ccc([N+](=O)[O-])cc1 (stereo unspecified)	-11	-29	4	-2	6	0.9	-9	0.5	0.9
CCC(CO)Oc1cc(NC(=O)c2ccc(OC)cc2)c2ncn(C(C)C)c2c1 (stereo unspecified)	8	0	-9	-11	12	-0.4	nt	-0.8	0.9
O=C(c1ccc(SCc2cccc(Br)c2)c([N+](=O)[O-])c1)N1CCN(c2ccccn2)CC1	-3	-12	-17	-17	2	0.0	-6	0.9	0.8
CCc1nnc(NC(=O)CSc2nnc(Cc3cccn3C)n2CCOC)s1	-3	3	-6	10	5	-0.4	-10	0.0	0.2
